High-throughput results: PubChem, Broad Institute
TcdB inh = blocks C. difficile toxin B glycohydrolase activity; P18177; TcdB glycohydrolase enzymatic assay, plate reader; inhibition, % at 9.99 µM; 0.24% of 350,000 active; in the data active = inhibition above about 10%
Target sequence (P18177 whole entry, looked up): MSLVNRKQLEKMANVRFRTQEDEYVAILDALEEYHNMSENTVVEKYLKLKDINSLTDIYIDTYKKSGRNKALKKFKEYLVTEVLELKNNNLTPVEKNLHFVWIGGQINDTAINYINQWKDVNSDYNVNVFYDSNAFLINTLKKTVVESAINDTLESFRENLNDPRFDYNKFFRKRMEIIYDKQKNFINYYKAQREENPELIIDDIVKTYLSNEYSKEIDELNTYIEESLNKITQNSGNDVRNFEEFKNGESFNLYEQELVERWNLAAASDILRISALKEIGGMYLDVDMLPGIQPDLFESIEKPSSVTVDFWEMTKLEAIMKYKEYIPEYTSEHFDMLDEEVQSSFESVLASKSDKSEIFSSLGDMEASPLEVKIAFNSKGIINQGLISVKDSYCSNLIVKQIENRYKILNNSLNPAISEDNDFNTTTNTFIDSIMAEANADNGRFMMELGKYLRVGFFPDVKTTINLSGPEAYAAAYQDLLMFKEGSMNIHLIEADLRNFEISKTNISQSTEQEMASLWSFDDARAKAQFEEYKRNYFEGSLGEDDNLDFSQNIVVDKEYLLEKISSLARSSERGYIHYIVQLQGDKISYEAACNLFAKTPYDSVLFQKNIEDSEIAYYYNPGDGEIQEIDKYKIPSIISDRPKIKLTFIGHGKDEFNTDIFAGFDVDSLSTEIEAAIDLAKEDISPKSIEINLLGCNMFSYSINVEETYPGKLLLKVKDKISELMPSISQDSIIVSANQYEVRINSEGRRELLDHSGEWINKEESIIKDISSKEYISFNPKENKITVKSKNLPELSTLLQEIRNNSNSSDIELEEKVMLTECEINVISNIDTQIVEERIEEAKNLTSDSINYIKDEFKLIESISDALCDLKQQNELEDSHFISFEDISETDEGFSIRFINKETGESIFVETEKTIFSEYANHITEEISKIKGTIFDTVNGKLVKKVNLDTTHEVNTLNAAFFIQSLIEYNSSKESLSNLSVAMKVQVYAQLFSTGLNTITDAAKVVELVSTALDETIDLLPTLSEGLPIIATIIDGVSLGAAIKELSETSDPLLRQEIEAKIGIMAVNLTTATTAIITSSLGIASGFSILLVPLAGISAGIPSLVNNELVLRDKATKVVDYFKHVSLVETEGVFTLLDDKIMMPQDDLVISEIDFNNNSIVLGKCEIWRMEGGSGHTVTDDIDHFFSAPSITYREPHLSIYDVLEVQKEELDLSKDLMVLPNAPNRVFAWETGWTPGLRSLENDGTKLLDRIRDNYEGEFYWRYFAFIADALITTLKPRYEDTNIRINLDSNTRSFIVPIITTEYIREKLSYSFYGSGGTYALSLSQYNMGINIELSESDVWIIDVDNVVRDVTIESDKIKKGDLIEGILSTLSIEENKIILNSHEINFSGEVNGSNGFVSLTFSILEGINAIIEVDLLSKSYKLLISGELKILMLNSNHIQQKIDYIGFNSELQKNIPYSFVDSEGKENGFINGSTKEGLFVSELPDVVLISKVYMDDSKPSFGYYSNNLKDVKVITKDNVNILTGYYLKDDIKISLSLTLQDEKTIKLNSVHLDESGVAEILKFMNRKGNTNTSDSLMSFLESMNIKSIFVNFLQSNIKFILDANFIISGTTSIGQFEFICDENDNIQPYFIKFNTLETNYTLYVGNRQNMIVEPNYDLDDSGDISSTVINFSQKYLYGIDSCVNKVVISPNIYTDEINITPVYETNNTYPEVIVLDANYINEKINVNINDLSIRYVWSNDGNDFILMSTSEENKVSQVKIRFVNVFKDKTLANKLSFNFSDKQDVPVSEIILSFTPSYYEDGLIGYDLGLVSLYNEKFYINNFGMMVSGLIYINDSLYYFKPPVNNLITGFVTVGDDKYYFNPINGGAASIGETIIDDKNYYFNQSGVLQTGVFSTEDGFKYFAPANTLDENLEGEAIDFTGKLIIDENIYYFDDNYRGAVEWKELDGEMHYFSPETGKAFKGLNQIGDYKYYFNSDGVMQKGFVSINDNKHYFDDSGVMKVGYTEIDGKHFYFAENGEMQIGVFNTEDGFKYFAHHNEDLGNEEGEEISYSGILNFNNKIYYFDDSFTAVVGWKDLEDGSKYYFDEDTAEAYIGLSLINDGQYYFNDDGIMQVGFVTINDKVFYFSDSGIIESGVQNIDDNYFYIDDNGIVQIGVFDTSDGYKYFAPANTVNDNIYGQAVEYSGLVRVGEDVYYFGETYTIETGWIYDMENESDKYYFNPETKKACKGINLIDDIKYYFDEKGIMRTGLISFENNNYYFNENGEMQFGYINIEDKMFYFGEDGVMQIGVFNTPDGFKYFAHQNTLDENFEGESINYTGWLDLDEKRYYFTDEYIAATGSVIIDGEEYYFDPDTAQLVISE
The depositor's hits bear a star. Only part of the results is shown; count on the stated rates, not on these rows.

SMILES	TcdB inh
O=C(Nc1cc(F)ccc1F)N1CC(=O)N2[C@H](CO)[C@@H](c3ccc(C#CC4CCCC4)cc3)[C@H]2C1	0.3
CC1(c2nnnn2Cc2ccccc2)CCC(=O)N1Cc1cccnc1 (centres undefined)	-0.5
Oc1ccc(/C=N/Nc2ccc(C(F)(F)F)cn2)cc1O	3.2
Cc1ccc([N+](=O)[O-])cc1CN1CCN(c2ncc(Cc3ccccc3)cn2)CC1	-4.5
C[C@H](CO)N1C[C@H](C)[C@H](CN(C)CC2CC2)Oc2ncc(C#CC3(O)CCCC3)cc2C1=O	0.8
C[C@@H]1CCCCO[C@@H](CN(C)C(=O)Nc2ccc3c(c2)OCO3)[C@@H](C)CN([C@@H](C)CO)C(=O)c2cc(NC(=O)Nc3ccc(C(F)(F)F)cc3)ccc2O1	0.0
COc1ccc(CN2CC3(CCN(C(=O)C4CC4)CC3)c3c(n(C)c4cc(OC)ccc34)[C@@H]2CO)cc1	1.1
O=C(C1CCC1)N1CC2(C1)[C@H](c1ccccc1)[C@H](CO)N2Cc1ccc(Cl)cc1	0.6
O=C(NC[C@H]1CC[C@H]2[C@H](CN2Cc2ccccc2F)O1)C1CCCCC1	-0.1
CCCCCCCCN1C(=O)[C@H](CC(=O)N2CCCC2)C[C@@]2(C(=O)OC)CCCCC=C12	-2.9
COc1ccccc1-c1ccc([C@H]2[C@@H](CO)N(C(C)=O)[C@@H]2CN(C)C(C)=O)cc1	0.3
O=C(O)C[C@H]1C[C@H]2c3cc(NC(=O)C4CCOCC4)ccc3O[C@H]2[C@H](CO)O1	-2.2
COC(=O)[C@@]1(Cc2ccc(F)cc2)[C@H]2c3cc(C(=O)N(C)C)n(CCc4c[nH]c5ccc(O)cc45)c3C[C@H]2CN1C(=O)c1ccccc1	-1.4
O=C(NC1CCCCC1)N1CC(=O)N2[C@@H](CO)[C@H](c3ccc(-c4ccccc4)cc3)[C@@H]2C1	-0.1
CC(C)[C@@H]1COCn2nncc2CC[C@H](Cc2ccccc2)C(=O)N1	0.8
Cc1cccc(Cl)c1NC(=O)NCCCN1CCOCC1	-1.1
COCC(=O)N1CC2(CCN(Cc3ccccc3Cl)CC2)c2c([nH]c3cc(OC)ccc23)[C@H]1CO	0.6
N#Cc1cc(F)cc(OCCCN2CCC(C(O)(c3ccccc3)c3ccccc3)CC2)c1	1.2
CCOC(=O)c1ccc(-c2ccc(N3C(c4cccc(OC)c4)=Cc4ccc(F)cc4C3CC(C)=O)cc2)cc1F (centres undefined)	-11
Cc1ccc(S(=O)(=O)N2CC[C@H]3[C@H](CO)Nc4ccc(-c5ccc(C#N)cc5)cc4[C@H]32)cc1	-0.4
O=C(O)C[C@@H]1C[C@@H]2c3cc(NC(=O)C4CCC4)ccc3O[C@@H]2[C@H](CO)O1	0.1
CCC(=O)N1CC2(CN(C(=O)Cc3ccccc3)C2)c2c(n(C)c3cc(OC)ccc23)[C@@H]1CO	-11
CCS(=O)(=O)N1CCC2(CC1)CN(Cc1cc(F)ccc1F)[C@H](CO)c1c2c2ccc(OC)cc2n1C	0.3
COc1ccccc1NC(=O)N1CC(=O)N2[C@H](CO)[C@H](c3ccc(C#Cc4ccc(F)cc4)cc3)[C@H]2C1	0.8
Cc1ccc(-c2ccc([C@@H]3[C@H](CO)N4C(=O)CN(C(=O)c5ccncc5)C[C@@H]34)cc2)cc1	-1.0
SMILES	TcdB inh
COc1cccc(NC(=O)N2CC(=O)N3[C@@H](CO)[C@H](c4ccc(C5=CCCC5)cc4)[C@@H]3C2)c1	-0.9
Cc1ccc2ccc(C(Nc3ccccc3)c3ccc(C(C)C)cc3)c(O)c2n1 (centres undefined)	0.0
CC1(C)Cc2cccc(OC(=O)NC3CCCCC3)c2O1	1.4
O=C(C1CCCC1)N1[C@H](CO)[C@@H](c2ccccc2)C12CN(CCC(F)(F)F)C2	-0.7
O=S(=O)(c1ccc2ccccc2c1)N1Cc2cc(Br)ccc2-n2nncc2C1	0.3
O=C(c1ccccc1F)N1CC[C@@H]2[C@H](CO)Nc3ccc(-c4ccc(F)cc4)cc3[C@@H]21	0.5
CCCC(=O)N1CC2(CN(C(=O)C3CCC3)C2)c2c(n(C)c3cc(OC)ccc23)[C@@H]1CO	0.2
CN(C)CC(=O)N[C@@H]1CC[C@@H](CCNC(=O)C2CC2)O[C@@H]1CO	2.0
O=C(N[C@H](C(=O)N1CCC[C@H]1C(=O)NCCc1ccccc1Cl)C1CCCCC1)c1ccc(Cl)c(Cl)c1	0.5
CCCNC(=O)N1CC2(C1)[C@H](c1ccccc1)[C@H](CO)N2Cc1ccc(Cl)cc1	-0.2
CCCCCCCCN1C(=O)[C@@H](CC(=O)NCc2cccc3ccccc23)C[C@@]2(C(=O)OC)C1=C[C@H](C1CCCC1)O[C@@H]2C	0.3
CCCC#Cc1ccc([C@H]2[C@@H](CO)N3C(=O)CN(C(=O)c4ccncc4)C[C@H]23)cc1	0.2
COc1ccc2c3c([nH]c2c1)[C@H](CO)N(C(=O)C1CCOCC1)CC31CN(Cc2cccc(F)c2)C1	1.0
C[C@@H]1CCCCO[C@H](CN(C)C(=O)Nc2ccccc2)[C@H](C)CN([C@H](C)CO)C(=O)c2cc(NC(=O)CCCN(C)C)ccc2O1	1.0
C[C@H](CO)N1C[C@H](C)[C@H](CN(C)CC2CCCC2)Oc2ncc(-c3cccc(F)c3)cc2C1=O	-0.8
CCCNC(=O)N1CC2(C1)[C@@H](c1ccccc1)[C@H](CO)N2C(=O)CC1CC1	0.5
CO[C@@H]1CN(C)C(=O)c2cc(NS(=O)(=O)c3ccc(C)cc3)ccc2OC[C@@H](C)N(C)C[C@H]1C	0.3
CN1C(=O)c2cc(NC(=O)c3cccc(F)c3)ccc2OC[C@@H]2O[C@@H](CC(=O)NCC3CC3)CC[C@@H]21	1.8
Cc1cc(Br)cn2c(Cc3cccc(F)c3)c(-c3cccc(Cl)c3)nc12	0.2
CN(C)C(=O)c1ccc(-c2ccc3c(c2)[C@H]2[C@H](CCN2C(=O)C2CCCCC2)[C@@H](CO)N3C)cc1	-0.2
CCCCCCCCN1C(=O)[C@@H](CC(=O)NCc2ccc(OC)c(OC)c2)C[C@@]2(C(=O)OC)C1=C[C@H](C(C)(C)C)O[C@@H]2C	0.6
N#C[C@H]1[C@H](c2ccccc2C2=CCCC2)[C@@H](CO)N1C(=O)NC1CCCCC1	-0.4
O=C(Nc1ccccc1F)N1CC(=O)N2[C@H](CO)[C@@H](c3ccc(C#CC4CC4)cc3)[C@@H]2C1	1.5
O=C1NC[C@H](CCCCN2C[C@H](Cc3ccccc3)N(CC3CCCCC3)C(=O)C2=O)N(CCC2CCCCC2)C1=O	-0.1
O=C(Nc1ccc(F)cc1)N1CC(=O)N2[C@H](CO)[C@H](c3ccc(C#Cc4cccnc4)cc3)[C@@H]2C1	0.2
SMILES	TcdB inh
COc1ccc(SCC(O)Cn2c3ccccc3c3ccccc32)c(OC)c1 (centres undefined)	1.1
O=C(c1cnccn1)N1CC(=O)N2[C@H](CO)[C@H](c3ccc(C#CC4CC4)cc3)[C@H]2C1	-0.1
CCC(=O)N1CC2(C1)CN(CC1CCOCC1)[C@@H](CO)c1c2c2ccc(OC)cc2n1C	-9.6
COc1ccc2c3c([nH]c2c1)[C@H](CO)NCC31CN(C(=O)Nc2ccc3c(c2)OCO3)C1	1.6
N#Cc1cccc(OCCCN2CCC(C(O)(c3ccccc3)c3ccccc3)CC2)c1	0.6
Cc1cc2c(nc1C)CCCN2Cc1ccc(Br)cc1	0.5
COc1ccc2c3c([nH]c2c1)[C@H](CO)N(C(=O)C1CCC1)CC31CN(Cc2nccs2)C1	0.2
COC(=O)[C@]12CCCCC=C1N(Cc1ccco1)C(=O)[C@H](CC(=O)N1CCN(C(=O)c3ccco3)CC1)C2	0.8
COc1ccc(C[C@@H]2CCn3cc(nn3)COC[C@@H](CC(C)C)NC2=O)cc1	-0.1
O=C(c1ccccc1F)N1CC2(C1)[C@H](c1ccccc1)[C@H](CO)N2CC1CCCC1	0.5
COc1cccc(C#Cc2ccc([C@@H]3[C@@H](CO)N4C(=O)CN(S(=O)(=O)c5ccccc5C)C[C@H]34)cc2)c1	0.6
CC(C)NC(=O)N1CC(=O)N2[C@H](CO)[C@@H](c3ccc(/C=C/c4ccccc4)cc3)[C@H]2C1	0.6
Cc1noc(C)c1NC(=O)Nc1ccc2c(c1)CC(=O)N([C@H](C)CO)C[C@H](C)[C@@H](CN(C)S(=O)(=O)c1ccc(Cl)cc1)O2	-0.7
O=C(NCCN1CCC2(CC1)C(=O)NCN2c1ccccc1)c1ccc(F)c(F)c1	-0.6
CCOC(=O)[C@]12CCCC=C1N(CCC1=CCCCC1)C(=O)[C@H](CC(=O)NCc1cccs1)C2	1.4
COc1ccc2c3c([nH]c2c1)[C@H](CO)N(C(=O)c1cccnc1)CC31CCN(C(=O)CN(C)C)CC1	0.3
O=C(CC1CC1)N1CC2(C1)[C@@H](c1ccccc1)[C@@H](CO)N2Cc1cccc(F)c1	-1.0
O=C1CN(S(=O)(=O)c2cccc(F)c2)C[C@@H]2[C@H](c3ccc(-c4ccccc4)cc3)[C@H](CO)N12	0.5
O=C1NC[C@@H](CCCCN2CCN(CC3CCCCC3)C(=O)C2=O)N(CCC2CCCCC2)C1=O	-1.1
CCC(=O)N1CC2(CN(Cc3ccncc3)C2)c2c(n(C)c3cc(OC)ccc23)[C@@H]1CO	1.9
CC(C)[C@H](NS(=O)(=O)c1ccc(F)cc1F)C(=O)N1CCC[C@H]1C(=O)NCc1ccccc1	-9.9
COc1ccc2c3c(n(C)c2c1)[C@@H](CO)N(C(=O)C1CCCC1)CC31CN(C(=O)CC2CC2)C1	-0.4
CS(=O)(=O)N1Cc2cc(C(=O)NCC3CC3)nc(-c3cccc(-c4cccnc4)c3)c2[C@@H]1CCO	-0.1
O=C(C1CC1)N1CC(=O)N2[C@H](CO)[C@@H](c3ccc(C#CC4CCCC4)cc3)[C@H]2C1	-0.2
O=C(Cc1ccccn1)N1CC(=O)N2[C@H](CO)[C@H](c3ccc(-c4ccc(F)cc4)cc3)[C@H]2C1	1.2
SMILES	TcdB inh
O=C1NC[C@H](CCCCN2CCN(CCc3ccccc3)C(=O)C2=O)N(CC2CCCCC2)C1=O	1.3
CCC(=O)N1CC(=O)N2[C@@H](CO)[C@@H](c3ccc(C#Cc4cccnc4)cc3)[C@@H]2C1	0.4
COc1ccc(S(=O)(=O)N2CCC[C@H]2C(=O)N2CCC[C@H]2C(=O)NCc2ccccn2)cc1C	1.2
COC1=CC(=O)OC(c2ccc(C#N)cc2)C1 (centres undefined)	1.6
CN1C(=O)c2cc(NC(=O)C3CC3)ccc2OC[C@@H]2O[C@H](CC(=O)O)CC[C@H]21	-0.2
COc1ccc(Oc2cccc3c2S(=O)(=O)N(C2CC2)C[C@@H](COCc2ccccc2)O3)cc1	-0.4
O=C(Cc1ccccn1)N1CC(=O)N2[C@H](CO)[C@H](c3ccc(-c4ccccc4)cc3)[C@@H]2C1	0.2
O=C(Cc1ccccn1)N1CC(=O)N2[C@H](CO)[C@H](c3ccc(C#CCC4CCCC4)cc3)[C@@H]2C1	0.0
O=S(=O)(c1ccccc1)N1[C@@H]2CNC[C@H]1C2c1ccc(-c2ccccc2)cc1 (some centres undefined)	0.0
C[C@H]1CN([C@@H](C)CO)C(=O)c2cccc(NC(=O)CCCCCC(=O)Nc3ccccc3N)c2O[C@@H]1CN(C)C(=O)Nc1ccc2c(c1)OCO2	0.1
N#C[C@H]1[C@@H](c2ccccc2-c2cccc(F)c2)[C@@H](CO)N1C(=O)C1CCOCC1	0.2
Cc1ccc(S(=O)(=O)Nc2ccc3c(c2)C(=O)N([C@H](C)CO)C[C@@H](C)[C@@H](CN(C)S(=O)(=O)c2ccc(F)cc2)O3)cc1	0.9
CC(=O)C[C@@H]1OC[C@H](C)N1S(=O)(=O)c1ccc(C)cc1	0.4
O=C(NC1CCCC1)C1c2ccccc2OCC(=O)N1Cc1ccco1 (centres undefined)	-1.4
O=C(C[C@@H]1C=C[C@@H](NC(=O)C2CCOCC2)[C@@H](CO)O1)Nc1nccs1	0.0
C[C@H]1CN([C@@H](C)CO)C(=O)c2cccc(NC(=O)CCCCCC(=O)Nc3ccccc3N)c2O[C@@H]1CN(C)C	-2.4
COc1ccc2c3c([nH]c2c1)[C@@H](CO)N(C(=O)CC1CC1)CC31CCN(C(=O)c2ccccc2)CC1	0.0
CCCN1C(=O)c2n[nH]c(C)c2C1c1ccc2c(c1)OCO2 (centres undefined)	2.1
CCCCn1nnnc1C(c1ccccc1)N1CCN(C(=O)c2ccco2)CC1 (centres undefined)	-0.2
C/C=C/c1ccc([C@H]2[C@@H](CO)N(C(=O)CC)[C@@H]2CNCC2CCCCC2)cc1	-10

14 consecutive records from above, quoted:
SMILES	TcdB inh
O=C1NC[C@H](CCCCN2CCN(CCc3ccccc3)C(=O)C2=O)N(CC2CCCCC2)C1=O	1.3
CCC(=O)N1CC(=O)N2[C@@H](CO)[C@@H](c3ccc(C#Cc4cccnc4)cc3)[C@@H]2C1	0.4
COc1ccc(S(=O)(=O)N2CCC[C@H]2C(=O)N2CCC[C@H]2C(=O)NCc2ccccn2)cc1C	1.2
COC1=CC(=O)OC(c2ccc(C#N)cc2)C1 (centres undefined)	1.6
CN1C(=O)c2cc(NC(=O)C3CC3)ccc2OC[C@@H]2O[C@H](CC(=O)O)CC[C@H]21	-0.2
COc1ccc(Oc2cccc3c2S(=O)(=O)N(C2CC2)C[C@@H](COCc2ccccc2)O3)cc1	-0.4
O=C(Cc1ccccn1)N1CC(=O)N2[C@H](CO)[C@H](c3ccc(-c4ccccc4)cc3)[C@@H]2C1	0.2
O=C(Cc1ccccn1)N1CC(=O)N2[C@H](CO)[C@H](c3ccc(C#CCC4CCCC4)cc3)[C@@H]2C1	0.0
O=S(=O)(c1ccccc1)N1[C@@H]2CNC[C@H]1C2c1ccc(-c2ccccc2)cc1 (some centres undefined)	0.0
C[C@H]1CN([C@@H](C)CO)C(=O)c2cccc(NC(=O)CCCCCC(=O)Nc3ccccc3N)c2O[C@@H]1CN(C)C(=O)Nc1ccc2c(c1)OCO2	0.1
N#C[C@H]1[C@@H](c2ccccc2-c2cccc(F)c2)[C@@H](CO)N1C(=O)C1CCOCC1	0.2
Cc1ccc(S(=O)(=O)Nc2ccc3c(c2)C(=O)N([C@H](C)CO)C[C@@H](C)[C@@H](CN(C)S(=O)(=O)c2ccc(F)cc2)O3)cc1	0.9
CC(=O)C[C@@H]1OC[C@H](C)N1S(=O)(=O)c1ccc(C)cc1	0.4
O=C(NC1CCCC1)C1c2ccccc2OCC(=O)N1Cc1ccco1 (centres undefined)	-1.4
